Source: PubChem
HIF act – HIF pathway transcriptional activators, primary screen, cell-based, U2OS HRE-luciferase, luminescence; U2OS HRE-luciferase reporter; normalized: DMSO 0%, desferrioxamine 100%; activation, % at 7.5 µM (by protocol); 300,000 compounds, 0.32% hits; AID 1910, 2009;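 active = mean activation of at least 10% of the iron chelator positive control signal, with at least half of replicates also reaching 10%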
TRPC6 inhibitor – mouse TRPC6 channel inhibitors, primary screen, cell-based, HEK293, membrane potential dye | B-score at 10 µM | AID 2553, 2010 | ACh-evoked depolarization; hits give low values | 310,000 compounds, 1.1% hits | Short transient receptor potential channel 6 (Mus musculus), Q61143;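 active = B-score under library mean minus 3 SD, initial fluorescence not abnormally high, positive integrated signal ratio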;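 note: B-score derived from integrated fluorescence ratio over the kinetic read; more negative B-score means stronger inhibition of depolarization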
TRPC6 act – mouse TRPC6 channel activators, primary screen, cell-based, HEK293, membrane potential dye | Short transient receptor potential channel 6 (Mus musculus), Q61143 | HEK293-TRPC6 membrane potential dye fluorescence; hits give high values | B-score at 10 µM | 310,000 compounds, 0.13% hits;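 active = B-score of the integrated fluorescence ratio above library mean plus 3 SD, and starting fluorescence ratio within library mean plus 5 SD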;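 note: higher score means more depolarization so channel activation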
TRPC4 inh – inhibitors of mouse TRPC4 channel, primary screen, Fluo4 calcium, HEK293 TRPC4beta/mu-opioid cells; B-score at 10 µM; 300,000 compounds, 0.39% hits; DAMGO-evoked Fluo4 calcium flux; hits give low values; AID 2247, 2010; Short transient receptor potential channel 4 (Mus musculus), Q9QUQ5;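 active = B-score over 3 SD under the library average, no early fluorescence shift, positive overall ratio signal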
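Assay system: Stable TRPC4beta/mu-opioid receptor HEK293 cells | Reagent: DAMGO in two steps, submaximal then maximal | Compound dosing: Single concentration per test compound | Signal: Fluo4 Ca2+ flux fluorescence | Evaluation: Per-well B score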
KLF5 inh – KLF5 expression inhibitors, primary screen, DLD-1 cells, luminescence; DLD-1 KLF5 promoter-luciferase reporter; inhibition, % at 5 µM; 290,000 compounds, 0.23% hits; AID 1700, 2009;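 active = inhibition above a per-plate limit of that plate's mean compound inhibition plus 3 SD, cut at about 60% in these data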;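 note: 0% = DMSO wells and 100% = LY294002 at 200 µM; higher means less KLF5 promoter-driven luciferase light; inactives centre near -14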
aSyn UTR inh – MLPCN primary screen, SNCA 5' untranslated region; alpha-synuclein 5'UTR reporter, inhibitor activity; inhibition, % (tested at 7.5 µM); 300,000 compounds, 0.82% hits; in the data active = inhibition above about 60%;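 note: H4 neuroglioblastoma cells stably carrying SNCA 5'UTR luciferase fusion; 0% = DMSO wells and 100% = positive control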
SKKanGAS inh – S. pyogenes SKKanGAS growth inhibitors in kanamycin, primary screen, streptokinase expression inhibitor project, SKKanGAS strain, BacTiter-Glo luminescence. 6 h. inhibition, % at 7.5 µM. 300,000 compounds, 1.3% hits;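 active = mean replicate score, as percent of positive control median, at least 50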;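 note: strain carries kanamycin resistance gene driven by streptokinase promoter and grows in 40 µg/ml kanamycin; loss of luminescence reflects streptokinase promoter inhibition or plain growth inhibition; 0% = median of DMSO wells and 100% = positive control at its reference dose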
IEC-6 tox – cytotoxicity in IEC-6 intestinal epithelial cells, primary screen, cytotoxicity control for KLF5 inhibitor project, cell-based, luminescence. 290,000 compounds, 0.78% hits. AID 1825, 2009. IEC-6 cytotoxicity, luminescence viability. inhibition, % at 5 µM; in the data active = inhibition above about 22%;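 note: 0% = plate median of test compound wells and 100% = cytotoxic reference compound wells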
TRPC4 act – activators of mouse TRPC4 channel, primary screen, Fluo4 calcium, HEK293 TRPC4beta/mu-opioid cells; Short transient receptor potential channel 4 (Mus musculus), Q9QUQ5; Fluo4 calcium fluorescence; hits give high values; B-score at 10 µM; 310,000 compounds, 0.49% hits; AID 2237, 2010;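 active = B-score above 5 SD of library B-scores, and initial fluorescence ratio not above library mean plus 5 SD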;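 note: positive B-score marks a calcium rise read as TRPC4 activation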
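Technique: kinetic Fluo4 calcium fluorescence; Test system: TRPC4beta and mu-opioid receptor HEK293 stable cells; Measure: B-scored integrated calcium fluorescence ratio; Benchmarks: low control buffer alone, high control maximal DAMGO; Schedule: 45 min room-temperature Fluo4 loading, 110 s read.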
TRPC4 PAM – positive allosteric modulators of TRPC4, primary screen, cell-based, mouse TRPC4beta, HEK293 mu-opioid, Fluo-4 calcium. DAMGO EC20, Fluo-4 Ca2+ flux; hits give high values. Short transient receptor potential channel 4 (Mus musculus), Q9QUQ5. 310,000 compounds, 0.42% hits. B-score at 10 µM;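 active = B-score of calcium response area above 5 SD of library B-scores, with initial fluorescence ratio within 5 SD of library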;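 note: B-score of integrated fluorescence ratio over time as area under calcium response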
MrgX1 antag – antagonists of human MrgX1 receptor, primary screen, HEK293 cells, Fluo-4 calcium flux; BAM8-22 antagonism; hits give low values; Mas-related G-protein coupled receptor member X1 (Homo sapiens), Q96LB2; B-score at 10 µM; 310,000 compounds, 1.3% hits; AID 588676, 2011;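 active = calcium-response B-score plate-corrected more than 3 library SD below zero, starting fluorescence within 5 deviations, no agonist response on first addition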;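 note: peak minus trough fluorescence over baseline after final BAM8-22 challenge near maximal dose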
Target sequence (Q96LB2 whole entry, looked up): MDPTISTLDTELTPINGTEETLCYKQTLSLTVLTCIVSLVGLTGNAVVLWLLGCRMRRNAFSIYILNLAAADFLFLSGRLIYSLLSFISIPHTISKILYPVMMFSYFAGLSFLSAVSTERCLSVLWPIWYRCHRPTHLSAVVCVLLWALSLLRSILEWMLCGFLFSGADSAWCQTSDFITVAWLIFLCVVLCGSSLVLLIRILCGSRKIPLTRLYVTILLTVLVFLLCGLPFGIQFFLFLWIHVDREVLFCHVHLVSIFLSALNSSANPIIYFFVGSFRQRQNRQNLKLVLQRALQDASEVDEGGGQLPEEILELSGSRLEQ
Active calls of the source: *; i = inactive; . = no result given.

SMILES	HIF act	TRPC6 inhibitor	TRPC6 act	TRPC4 inh	KLF5 inh	aSyn UTR inh	SKKanGAS inh	IEC-6 tox	TRPC4 act	TRPC4 PAM	MrgX1 antag
Cn1c(C(=O)O)c(C=O)c2ccccc21	-0.2	i	i	i	-12	8	7	-2	i	i	i
CC1=C(C(=O)N2CCN(C(=O)c3ccco3)CC2)C2(CCC(C)CC2)OC1=O (stereo unspecified)	0.0	i	i	i	-10	-5	-5	-6	i	i	i
COc1ccc(CCN2CN(S(=O)(=O)c3ccccc3)c3nc4ccccc4nc32)cc1	-0.4	i	i	i	3	23	-8	-7	i	i	i
Cc1cc(NC(=O)COc2ccc(Cl)cc2Cl)n(CCC#N)n1	3.2	i	i	i	-111	-122	3	10	i	i	i
N#Cc1nc(Cc2cccc3ccccc23)oc1NCCCn1ccnc1	0.0	i	i	i	-32	25	-5	-3	i	i	i
CCOC(=O)N1CCC(NC(=O)C2=CCN(S(=O)(=O)c3ccc(OC)cc3)CC2)CC1	-0.4	i	i	i	-8	-18	-2	-3	i	i	i
O=C(c1ccccc1)c1ccc(Cn2cc(-c3ccccc3)nn2)cc1	2.3	i	i	i	-91	-135	-6	13	i	i	i
Cc1noc(C)c1S(=O)(=O)N1CCC(C(=O)N2CCN(c3ccc(Cl)cc3)CC2)CC1	-0.9	i	i	i	4	30	-9	7	i	i	i
COc1ccc(CNC(=O)c2ccc(N3CCC4(CC3)CC(c3ccc(Cl)cc3)=NO4)c(NC(=O)c3ccccc3)c2)cc1	-1.0	i	i	i	.	28	25	.	i	i	i
COc1ccc(S(=O)(=O)N(C)CC(=O)Nc2c(F)cccc2F)cc1	.	i	i	i	6	17	-8	-2	i	i	i
CC(C)c1ccc(Nc2nnns2)cc1	0.1	i	i	i	-26	9	5	-6	i	i	i
Cc1ccc(CNC(=O)CCc2ccccc2)cc1	0.0	i	i	i	-20	-3	0	-2	i	i	i
N#Cc1c(N)nc2c(c1N)CC(COc1ccccc1)O2 (stereo unspecified)	2.7	i	i	i	-94	-130	-3	-8	i	i	i
COC(=O)CSc1nnc(CNC(=O)c2ccccc2F)n1-c1ccc(F)cc1	0.6	i	i	i	-30	12	-4	-12	i	i	i
O=C(Nc1cccnc1)c1cccc(S(=O)(=O)N2CCCCC2)c1	0.1	i	i	i	13	-14	-2	-1	i	i	-6.4*
CCSc1nc2nn(-c3ccccc3)c(=O)c-2c2n1CCCCC2	-0.1	i	i	i	3	22	-3	-1	i	i	i
Cc1cc(C)n(CCC(=O)N2CCc3ccccc32)n1	0.2	i	i	i	-11	20	1	-2	i	i	i
Cc1cccc2c1N(CCCOc1ccc(C(C)(C)C)cc1)C(=O)C2=O	-0.2	i	i	i	-36	-27	22	-8	i	i	i
CCSC1=C(C#N)C(c2cccc(O)c2)CC(=O)N1 (stereo unspecified)	0.1	i	i	i	-21	4	-1	2	i	i	i
c1ccc2c(C[C@@H]3CNCCN3CC3CCCCC3)cccc2c1	0.6	i	i	i	.	21	10	.	i	i	i
COC(=O)c1cc(CSC(=N)N)ccc1OCCC(C)C	0.1	i	i	i	-33	-45	5	6	i	i	i
C(=N\n1cnnc1)/c1ccc(-c2ccccc2)cc1	0.6	i	i	i	-14	-10	3	-8	i	i	i
Cc1ccnc2c(N3C(=O)C4C5C=CC(C5)C4C3=O)cccc12 (stereo unspecified)	0.5	i	i	i	-42	11	-4	-7	i	i	i
O=[N+]([O-])c1ccc(Cc2cncc(O)c2)cc1	1.1	i	i	i	-28	-1	1	0	i	i	i
O=C(COC(=O)/C=C/c1cccc(Cl)c1)NCCC1=CCCCC1	-0.1	i	i	i	6	19	-12	-6	i	i	i
COCCn1c(SCC(=O)c2[nH]c(C)c(C(C)=O)c2C)nc2ccccc21	0.4	i	i	i	7	16	-3	11	i	i	i
CC(C)(NC(=O)c1ccccc1)c1nc2ccccc2s1	0.5	i	i	i	.	-31	2	.	i	i	i
C=CCNc1nc(Nc2ccc([N+](=O)[O-])cc2)nc(OC)n1	0.2	i	i	i	0	-35	6	-3	i	i	i
CCN(CC(=O)Nc1c(F)cccc1F)C(=O)c1cnccn1	0.0	i	i	i	.	-5	1	.	i	i	i
COc1ccc(CN2CCNC(=O)C2CC(=O)NCc2csc(C(C)C)n2)c(OC)c1 (stereo unspecified)	0.3	i	i	i	-34	-10	4	8	i	i	i
COc1cc(OC)nc(NC(=O)CSc2nc3ccccc3[nH]2)n1	-0.2	i	i	i	-17	-28	-9	4	i	i	i
Cc1nn(Cc2ccc(C(=O)N3c4ccc(F)cc4CCC3C)o2)c(C)c1Br (stereo unspecified)	0.1	i	i	i	-19	2	-1	1	i	i	i
CCCCS(=O)(=O)c1sc2nc(C)cc(C)c2c1N	0.2	i	i	i	-9	-2	-4	2	i	i	i
CC(C)c1nc(-c2ccc([N+](=O)[O-])cc2)cs1	1.7	i	i	i	-22	-58	2	-5	i	i	i
CC(C)CCn1c(N2CCC(C(N)=O)CC2)nc2c1c(=O)[nH]c(=O)n2C	-0.2	i	i	i	-14	10	4	-4	i	i	i
Cc1ccc(NC(=O)c2ccccc2)cc1	3.8	i	i	i	-127	-164	3	-8	i	i	-4.7*
C=CCOC(=O)/C=C/C(=O)NC(N)=O	0.2	i	i	i	-6	-8	0	1	i	i	i
Cc1cccc(NC(=O)CSc2nnc(C)c(=O)n2N)c1C	-0.3	i	i	i	-8	33	-4	1	i	i	i
COc1ccc(S(=O)(=O)N2CCCCCC2)cc1C(=O)Nc1cccc(C)n1	-0.9	i	i	i	-30	21	-15	12	i	i	i
COc1ccc(C(=O)NCCC2=CCCCC2)cc1OC	3.5	i	i	i	-149	-81	-1	-2	i	i	i
O=C(NCC(c1cccs1)N1CCOCC1)c1ccc(Cl)s1 (stereo unspecified)	0.5	i	i	i	38	7	-9	72*	i	i	i
Cc1ccc(COC(=O)NCc2cccnc2)cc1	-2.4	i	i	i	-36	-8	-5	5	i	i	i
CC(=O)Nc1ccc(S(=O)(=O)NCCN2CCOCC2)cc1	-0.1	i	i	i	-19	27	-8	-1	i	i	i
CC(=O)c1cccc(N(CC(=O)N2CCCCC2)S(C)(=O)=O)c1	-0.5	i	i	i	5	8	3	2	i	i	i
Nc1nc(CSC(=S)N2CCOCC2)nc(Nc2ccccc2)n1	2.8	i	i	i	-39	-131	-5	-3	i	i	i
O=C1Nc2cc(Cl)cnc2N2CCCC12 (stereo unspecified)	-0.1	i	i	i	4	8	1	-5	i	i	i
CCc1ccc(OCC(=O)NNC(=O)c2ccc(NC(=O)C3CC3)cc2)cc1	0.3	i	i	i	-23	1	-2	0	i	i	i
CN(C(=O)Cn1nnc(-c2ccccc2)n1)C1CCS(=O)(=O)C1 (stereo unspecified)	0.0	i	i	i	.	12	-4	.	i	i	i
CS/C(=C/[N+](=O)[O-])Nc1cccc2c1C(C)CC2(C)C (stereo unspecified)	0.5	i	i	i	-6	-11	19	1	i	i	i
OCCOCCn1c(-c2ccccc2)nc(=S)c2c1CCCC2	0.1	-7.7*	i	i	.	5	4	.	i	i	i
COC(=O)c1ccc(C(c2c(N)n(Cc3ccccc3)c(=O)n(C)c2=O)N2CCOCC2)cc1 (stereo unspecified)	-0.2	i	i	i	17	0	0	13	i	i	i
CS(=O)(=O)NCCCc1ccccc1	-0.5	i	i	i	-4	-24	-10	2	i	i	i
C/C(=N\N=C(c1ccccc1)c1ccccc1)c1ccco1	0.4	i	i	i	-6	-6	7	7	i	i	i
O=C(O)c1ccccc1C(=O)Nc1ccc(Oc2ccccc2)cc1	-0.2	i	i	i	18	-4	-8	-3	i	i	i
Cc1ccc(SC(C)C(=O)NCCC2=CCCCC2)cc1 (stereo unspecified)	0.0	i	i	i	-13	-3	-1	2	i	i	i
Cc1c(Cl)cccc1NC(=O)CSc1nccn1C	0.0	i	i	i	-39	-12	-6	3	i	i	i
O=C(C#Cc1ccccc1)Nc1ccc(F)cc1	5.3	i	i	i	-88	-195	-2	-4	i	i	i
O=C(Cn1nc(C(=O)O)c2ccccc2c1=O)c1cc(F)ccc1F	-0.9	i	i	i	-1	15	-2	2	i	i	i
O=C(O)C(Cc1c[nH]c2ccccc12)NS(=O)(=O)c1cccc2nsnc12 (stereo unspecified)	-0.3	i	i	i	-3	3	4	4	i	i	i
CCc1cccc(NC(=S)N(CCOC)C(C)c2ccco2)c1 (stereo unspecified)	-0.1	i	i	i	-9	-3	-7	4	i	i	i

Further records.
SMILES	HIF act	TRPC6 inhibitor	TRPC6 act	TRPC4 inh	KLF5 inh	aSyn UTR inh	SKKanGAS inh	IEC-6 tox	TRPC4 act	TRPC4 PAM	MrgX1 antag
Cc1ccc(S(=O)(=O)c2ccc([N+](=O)[O-])cn2)cc1	3.1	i	i	i	47	-73	17	101*	i	i	i
CCOc1ccc(-c2cc(C(=O)O)c3ccccc3n2)c(OCC)c1	-0.3	i	i	i	-1	19	3	7	i	i	i
COc1ccc(OC)c(CN2CCC(Cc3ccccc3)CC2)c1	-0.2	i	i	i	-33	-11	2	0	i	i	i
O=C1C=C(c2ccc(Cl)cc2)OC2(CCCC2)O1	-0.2	i	i	i	7	29	-4	2	i	i	i
O=C1c2ccccc2NC2(CCCC2)N1NS(=O)(=O)c1ccccc1	-0.3	i	i	i	-3	-1	1	0	i	i	i
Cc1cccc(-n2c(C)cc(C(=O)NC3CCCCC3)c2C)c1	2.3	i	i	i	-27	-76	3	-2	i	i	i

Reformatted in CSV form: part of the list above.
molecule,HIF act,TRPC6 inhibitor,TRPC6 act,TRPC4 inh,KLF5 inh,aSyn UTR inh,SKKanGAS inh,IEC-6 tox,TRPC4 act,TRPC4 PAM,MrgX1 antag
Cc1cccc(-n2c(C)cc(C(=O)NC3CCCCC3)c2C)c1,2.3,i,i,i,-27,-76,3,-2,i,i,i
Cc1ccc(S(=O)(=O)c2ccc([N+](=O)[O-])cn2)cc1,3.1,i,i,i,47,-73,17,101*,i,i,i
